High-throughput results as filed in PubChem.
TSHR antag: Antagonists of the Thyroid Stimulating Hormone Receptor: HTS campaign; Thyrotropin receptor (Homo sapiens), P16473; TSHR-expressing cells, TSH-stimulated cAMP HTRF, 2 h; hits give low values; activity change, negative = inhibition, % at 11.5 µM; 330,000 compounds, 0.2% hits;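 active means activity change below a set negative limit, meaning inhibition stronger than a set level, cut at about -70% in these data; inconclusive means activity change between two set negative limits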; further: on the % scale 0 is the no-effect control and ±100 the full control effect
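TSHR-expressing cells, 200/well, pre-treated with compound, then stimulated with EC80 TSH (4nM final) for 2 hours at 37 deg C. cAMP measured by competitive HTRF: anti-cAMP cryptate antibody in lysis buffer plus cAMP-d2, read after 30 minutes at room temperature.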
Eya2 phos inh: qHTS Assay for Inhibitors of the Phosphatase Activity of Eya2; recombinant Eya2, OMFP fluorescence dephosphorylation (OMFP is methylfluorescein phosphate); 330,000 compounds, 0.006% hits; Potency, µM (highest dose often 76.9 µM), without a hit: at the highest dose activity, negative = inhibition, most hits filed as inhibitors; AID 488837, 2010; Protein phosphatase EYA2 (Homo sapiens), O00167; further: potency means the concentration at half of the fitted maximal effect; on the % scale 0 is the no-effect control and ±100 the full control effect
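Eya2 protein (added as 0.2 uM solution) was preincubated with compound for 10 min at ambient temperature in 50 mM HEPES pH 7.5, 50 mM NaCl, 5 uM MgCl2, 0.05% BSA, 1 mM DTT. OMFP (added at 50 uM) then reacted 10 min; fluorescence read at 485/525 nm.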
BCR signal inh: qHTS Assay to Find Inhibitors of Chronic Active B-Cell Receptor Signaling; ABC-DLBCL IkBa-CBG/CBR reporter, luminescence ratio, 4 h; Potency, µM (series often up to 46.1 µM), for the others: top-dose ratio change, negative = lower green/red ratio, most hits filed as inhibitors; 340,000 compounds, 0.05% hits; active means well fitted inhibition curve with a large enough effect in the signal ratio, with a control signal flat, not every such curve was filed as active; inconclusive means small, poorly fitted or top-dose-only effect, or effect the other way, or a change in a side signal; the % refers to the signal ratio;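 further: potency means the concentration at half of the fitted maximal effect; plate controls were basal doxycycline-induced cells for no effect and cells given 10 µM MG132 for full effect; MG132 reads +100%, hits lower the ratio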
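Doxycycline induced both beetle luciferases in TMD8 lymphoma cells; IKK-driven degradation limits the IkappaBalpha-fused green signal, while red luminescence normalises for cell number and nonspecific effects. Compounds tested up to 46 uM, 4 hrs.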
MBNL1 CUG block: qHTS Assay for Inhibitors of MBNL1-poly(CUG) RNA binding; Potency, µM (top dose mostly 57.5 µM), for inactives: at the highest dose activity change, negative = inhibition, usual class: inhibitors; Muscleblind-like protein 1 (Homo sapiens), Q9NR56; AID 2675, 2010; TR-FRET MBNL1-His/biotin-(CUG)12 binding, 665/545 ratio; 280,000 compounds, 0.036% hits; active means well fitted inhibition curve with a large enough effect in the signal ratio, with a control signal flat, not every such curve was filed as active; inconclusive means small, poorly fitted or top-dose-only effect, or effect the other way, or a change in a side signal; inactive means no such curve, though single readings can be large or run the other way; the % refers to the signal ratio; further: potency means the concentration at half of the fitted maximal effect; on the % scale 0 is the no-effect control and ±100 the full control effect
Target sequence (Q9NR56 whole entry, looked up): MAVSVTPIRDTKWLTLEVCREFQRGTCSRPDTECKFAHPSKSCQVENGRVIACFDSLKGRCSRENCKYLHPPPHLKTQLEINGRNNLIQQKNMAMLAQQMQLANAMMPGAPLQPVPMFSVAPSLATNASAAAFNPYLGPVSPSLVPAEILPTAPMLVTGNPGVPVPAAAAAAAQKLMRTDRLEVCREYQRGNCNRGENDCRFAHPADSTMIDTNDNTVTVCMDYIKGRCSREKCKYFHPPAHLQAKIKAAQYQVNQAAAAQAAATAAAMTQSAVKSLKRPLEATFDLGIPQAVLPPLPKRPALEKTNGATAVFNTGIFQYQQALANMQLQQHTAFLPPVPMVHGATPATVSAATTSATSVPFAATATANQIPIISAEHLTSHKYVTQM
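TR-FRET readout: Ex 340 nm, 665/545 nm emission ratio, normalized to buffer-only (basal) and MBNL1-(CUG)12 controls. Complex of MBNL1-His with Biotin-(CUG)12, compounds 92 nM–58 uM, incubated 60 min at room temperature.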
PKM2 act: qHTS Assay for Activators of Human Muscle isoform 2 Pyruvate Kinase; Pyruvate kinase PKM (Homo sapiens), P14618; purified PKM2, Kinase-Glo ATP luminescence, activation; response scale: 0% is enzyme alone, no compound; Potency, µM (highest dose often 57.5 µM), for the others: at the top dose activation, most hits filed as activators; 260,000 compounds, 0.34% hits; AID 1631, 2009; further: potency means the concentration at half of the fitted maximal effect; on the % scale 0 is the no-effect control and ±100 the full control effect; nearly all actives have a fitted effect of over 55% in size
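hPK-M2, >95% pure; 0.1 mM ADP / 0.5 mM PEP final; imidazole pH7.2 buffer w/ 7 mM MgCl2, 50 mM KCl; 1 h RT; Kinase-Glo lum. Intermediate enzyme activity for dual inhibitor/activator qHTS.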
hERG WT inh: qHTS for Inhibitors of KCHN2 3.1: Wildtype qHTS; U2OS, BacMam KCNH2, thallium flux FluxOr; hits give low values; Voltage-gated inwardly rectifying potassium channel KCNH2 (Homo sapiens), Q12809; 340,000 compounds, 0.37% hits; AID 720551, 2013; activity change, % at 1.84 µM;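 active means maximum activity change below -70%; inconclusive means maximum activity change between -70% and -50%; inactive means maximum activity change above -50%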; further: on the % scale 0 is the no-effect control and ±100 the full control effect
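U2OS cells were transduced with wild-type KCNH2 virus (2.03 x 10^8 / mL) for 4 h at room temperature, then cultured overnight at 37 C. Thallium flux was read with FluxOr dye. Rate constants were normalized to DMSO controls.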
USP2a inh: qHTS Assay for Inhibitors of Ubiquitin-specific Protease USP2a Using CHOP2 as the Reporter; Ubiquitin carboxyl-terminal hydrolase 2 (Homo sapiens), O75604; USP2 core, Ub-CHOP2 coupled fluorogenic reporter, 485/531; Potency, µM (doses to about 38.3 µM), without a hit: at the highest dose activity change, negative = inhibition, most hits filed as inhibitors; 330,000 compounds, 0.01% hits;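 further: potency means the concentration at half of the fitted maximal effect; plate controls were DMSO wells for no effect and full inhibition by NEM control for full effect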
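Cell-free coupled assay: 10nM USP2 core preincubated 30min RT with compound in Tris-HCl pH 8.0/CaCl2/CHAPS buffer, then 25nM Ub-CHOP2 and 25nM reporter substrate; fluorescence (Ex 485/Em 531) read after 60min RT, normalized to NEM inhibition, concentration-response curves fitted.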
S-ASM inh: Inhibitors of Secretory Acid Sphingomyelinase (S-ASM): qHTS; AID 504937, 2011; placental ASM, HMU-PC fluorogenic substrate, 60 min; 340,000 compounds, 0.006% hits; Potency, µM (highest dose often 57.5 µM), for inactives: top-dose activity change, negative = inhibition, actives largely listed as inhibitors; Sphingomyelin phosphodiesterase (Homo sapiens), P17405; further: potency means the concentration at half of the fitted maximal effect
Target sequence (P17405 47-631 limits assumed): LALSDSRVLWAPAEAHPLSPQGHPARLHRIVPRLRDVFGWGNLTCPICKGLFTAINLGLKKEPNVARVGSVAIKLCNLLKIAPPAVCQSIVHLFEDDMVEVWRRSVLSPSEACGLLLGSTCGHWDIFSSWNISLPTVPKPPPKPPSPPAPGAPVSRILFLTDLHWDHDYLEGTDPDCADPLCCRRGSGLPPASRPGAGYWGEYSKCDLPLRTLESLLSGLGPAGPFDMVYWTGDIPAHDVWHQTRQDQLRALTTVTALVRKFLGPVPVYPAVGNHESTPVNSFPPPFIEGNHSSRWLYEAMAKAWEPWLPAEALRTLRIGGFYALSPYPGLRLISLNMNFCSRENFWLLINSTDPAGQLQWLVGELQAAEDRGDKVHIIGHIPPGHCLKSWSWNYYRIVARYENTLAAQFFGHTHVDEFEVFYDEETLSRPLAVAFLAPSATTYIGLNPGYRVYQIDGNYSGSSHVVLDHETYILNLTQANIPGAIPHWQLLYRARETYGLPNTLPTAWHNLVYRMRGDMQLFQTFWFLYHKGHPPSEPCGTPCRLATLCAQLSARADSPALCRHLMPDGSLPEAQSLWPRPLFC
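Human placenta-derived ASM preincubated with compound 10 min at room temperature, then reacted with 9 uM (final) fluorogenic HMU-PC substrate for 60 min at 37 C. Stop solution raises pH to 10; fluorescence read at Ex 386/Em 447 nm.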
GALK inhibitor: qHTS Assay for Inhibitors of Human Galactokinase (GALK); AID 1868, 2009; Purified GALK, Kinase-Glo residual ATP luminescence; 270,000 compounds, 0.007% hits; Potency, µM (doses to about 57.5 µM), inactives show at the top dose activity change, negative = inhibition, usual class: inhibitors; P51570; further: potency means the concentration at half of the fitted maximal effect; on the % scale 0 is the no-effect control and ±100 the full control effect
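GALK at 5 nM final was combined with compound, 35 uM ATP and 100 uM galactose in HEPES pH8.0 with MgCl2 and DTT. The reaction ran one hour at room temperature before luminescent ATP detection.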
Menin-MLL TR inh: qHTS Assay for Inhibitors Targeting the Menin-MLL Interaction in MLL Related Leukemias: Competition With Texas Red Labeled MLL-derived Mutant Peptide | O00255 | Potency, µM (series often up to 61.6 µM), for inactives: at the highest dose FP activity change, negative = inhibition, most hits filed as inhibitors | Menin + Texas Red MLL mutant peptide, fluorescence polarization | 270,000 compounds, 0.23% hits | AID 1768, 2009; active means well fitted inhibition curve with a large enough effect in the polarisation, with a control signal flat, not every such curve was filed as active; inconclusive means small, poorly fitted or top-dose-only effect, or effect the other way, or a change in a side signal; inactive means no such curve, though single readings can be large or run the other way; the % refers to the polarisation; further: potency means the concentration at half of the fitted maximal effect; % of control where 0% means no effect; many of its hits are not listed in these tables
Mito fusion act: qHTS Assay for Small Molecule Inhibitors of Mitochondrial Division or Activators of Mitochondrial Fusion; S. cerevisiae fusion-defective mutant growth rescue, CellTiterGlo 48 h; Potency, µM (highest dose often 46.1 µM), inactives show top-dose growth rescue (activation), actives largely listed as activators; 320,000 compounds, 0.23% hits;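 further: potency means the concentration at half of the fitted maximal effect; % of control where 0% means no effect; nearly all actives have a fitted effect of over 45% in size; temperature-sensitive fusion mutants such as fzo1-1 at 37 °C on non-fermentable ethanol glycerol medium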
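Read-out: ATP-based luminescence (CellTiterGlo, 10 min ambient) reporting growth of fusion-defective ts yeast after 48 hours at 37C on glycerol/ethanol YPEG medium in the presence of compound.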
Starred values were filed as active, the others as inactive; ? = inconclusive; . = not tested or not shown; [ ] = another dose, or the depositor's remark. Unless noted, the call rests on the fitted dose curve; in most records, active means well fitted curve in the direction sought with a large enough effect; inconclusive means small, poorly fitted or top-dose-only effect, or another doubt; inactive means no such curve, though single readings can be large; an effect the other way counts as inactive or inconclusive. Not all compounds are listed. The share of hits here may be higher or lower than overall.

SMILES	TSHR antag	Eya2 phos inh	BCR signal inh	MBNL1 CUG block	PKM2 act	hERG WT inh	USP2a inh	S-ASM inh	GALK inhibitor	Menin-MLL TR inh	Mito fusion act
CCOCCCNC(=O)C(NC(=O)c1ccccc1O)c1ccccc1 (stereo unspecified)	1.5	-21.6%	-0.6%	-3.8%	2.7%	-15.6	3.6%	-5.1%	0.2%	-1.9%	1.8%
Cc1onc(-c2ccccc2Cl)c1C(=O)N1CCN(C(=O)c2ccco2)CC1	27.1	4.8%	5.1%	-5.8%	9.9%	-3.3	-1.6%	1.1%	-0.8%	2.9%	-2.9%
NC(=O)Nc1ccc(C(=O)OCC(=O)Nc2cccc(S(=O)(=O)NC3=NCCC3)c2)cc1	5.7	-11.8%	-3.4%	.	.	-5.4	3.6%	-2.7%	.	.	2.4%
CCOC(=O)N/N=C(/C)c1ccc(N2C(=O)C3CCCCC3C2=O)cc1 (stereo unspecified)	-0.8	11.1%	3.0%	1.3%	2.5%	.	10.2%	0.6%	1.3%	-6.4%	-2.4%
C/C(Cc1ccccc1)=N\NC(=O)CNC(=O)/C=C\c1ccccc1	10.3	-14.9%	1.6%	-5.2%	9.0%	1.4	2.0%	2.1%	-0.4%	.	6.7%
COc1ccc(-c2ccc(SCC(=O)NC3CCCCC3)nn2)cc1	-1.0	8.5%	-7.1%	1.8%	-2.3%	-5.4	-0.1%	7.0%	16.1%	-0.7%	-3.9%
CC1CC(=O)Nc2ccccc2N1C(=O)CN1C(=O)C(=O)N(C)C1=O (stereo unspecified)	-10.8	-6.2%	-1.8%	.	.	-2.6	1.1%	-2.7%	.	.	.
COc1cc(OC)cc(-c2nn[nH]n2)c1	-2.1	6.6%	3.4%	-11.5%	-1.3%	10.6	2.9%	5.1%	.	-10.4%	-1.3%
CSc1ccc(S(=O)(=O)N2CCC(C(=O)N3CCc4ccccc4C3)CC2)cc1	1.5	7.5%	3.9%	-9.3%	1.2%	3.3	-0.5%	-0.1%	-3.0%	7.3%	16.5%
O=C(CCS(=O)(=O)c1ccc(F)cc1)Nc1nnc(-c2ccco2)o1	-7.9	10.6%	?	.	.	2.2	0.0%	3.1%	.	.	-2.9%
CC1CN(CC(O)COc2ccc(C#N)cc2)CCN1CC(O)COc1ccc(C#N)cc1 (stereo unspecified)	1.9	6.4%	0.5%	1.9%	1.0%	-118.4*	-1.7%	-0.3%	0.6%	-2.1%	1.1%
O=C(NCCN1CCOCC1)c1cc(-c2ccc(Cl)cc2Cl)on1	-6.6	12.1%	8.8%	-5.0%	-0.1%	9.0	-0.6%	1.2%	16.6%	-23.9%	7.2%
CCC(C)NC(=O)CCn1c(-c2ccccc2)cc(C(C)=O)c1C (stereo unspecified)	-1.6	2.9%	?	-10.8%	4.1%	0.5	-0.1%	4.4%	1.2%	-3.2%	0.4%
COc1ccc(CCCc2nnc(SCC(=O)Nc3cccc(C)c3)o2)cc1	-20.7	-6.6%	?	-13.3%	3.3%	3.1	-10.8%	-9.3%	-0.1%	5.3%	7.4%
Cn1cc(P(=O)(N2CCOCC2)N2CCOCC2)cc1P(=S)(N1CCOCC1)N1CCOCC1	1.9	4.1%	2.9%	-1.7%	?	-10.4	-0.3%	-7.2%	11.7%	1.3%	10.3%
CCCc1cc(=O)[nH]c(SCCOC(=O)c2ccccc2)n1	0.8	11.9%	-27.3%	3.0%	-2.8%	-8.6	1.3%	-1.6%	0.6%	-8.7%	8.4%
Nc1c(C(=O)Nc2cccc(F)c2)nnn1-c1ccc2c(c1)OCCO2	-13.0	-8.0%	?	-7.0%	-0.4%	-1.7	2.3%	-0.6%	13.0%	?	3.9%
Cn1c(N)c(C(=O)/C=C/c2ccccc2)c(=O)[nH]c1=O	-9.0	5.1%	?	?	-0.9%	1.3	3.7%	8.1%	-1.0%	24.4%	-15.8%
N#CC1=C(N)Oc2cc(N)ccc2C1c1ccc(Cl)cc1 (stereo unspecified)	-34.7	-3.8%	0.2%	19.3%	-0.6%	-11.2	0.4%	-1.0%	0.0%	37.3%[activator]	4.4%
CCCCCCN=CC1=C(O)C(C(=O)OC)C(C)(C)CC1=O (stereo unspecified)	5.3	-4.7%	-9.9%	8.3%	0.3%	1.8	2.0%	2.0%	-0.7%	1.3%	-0.2%
Cc1ccc(S(=O)(=O)N(C)CC(=O)Nc2nnc(CC(C)C)s2)cc1	3.0	-3.6%	-8.8%	-6.7%	0.3%	3.6	1.9%	-2.9%	2.0%	.	1.4%
FC(F)(F)C(Oc1nc(Nc2ccc(Cl)cc2)nc(N2CCOCC2)n1)C(F)(F)F	-33.3	1.8%	11.6%	-5.0%	3.5%	-2.3	3.0%	-20.6%	-2.9%	12.2%	-1.1%
Cc1cc(C(=O)OC2CCOC2=O)c2ccccc2n1 (stereo unspecified)	-2.8	16.7%	-8.1%	17.6%	-1.6%	-7.4	-1.7%	0.4%	-1.2%	-21.4%	2.0%
CC(Oc1ccc(F)cc1)C(=O)Nc1sc2c(c1C(=O)NCc1cccnc1)CCCC2 (stereo unspecified)	-9.4	-18.5%	6.8%	7.0%	9.1%	1.0	2.8%	-5.6%	-2.1%	-19.9%	4.1%
CCCn1c(N2CCN(C(=O)N3CCCCC3)CC2)nc2ccccc21	-4.2	-1.8%	3.4%	1.3%	-3.1%	-2.6	-0.1%	0.4%	0.3%	-8.6%	3.6%
(continued)
SMILES	TSHR antag	Eya2 phos inh	BCR signal inh	MBNL1 CUG block	PKM2 act	hERG WT inh	USP2a inh	S-ASM inh	GALK inhibitor	Menin-MLL TR inh	Mito fusion act
COC(=O)c1c(C)[nH]c(C(=O)/C=C/c2ccccc2Cl)c1C	26.2	-18.0%	1.5%	-8.3%	-17.2%	-3.9	1.2%	5.7%	0.1%	.	-2.0%
O=C(Nc1cccc(Cl)c1)N1CCCCCC1	5.3	5.6%	-15.3%	-12.4%	-5.6%	12.6	0.7%	-2.8%	-3.4%	-9.9%	1.7%
COc1ccccc1C(=O)N1CCN(S(=O)(=O)c2ccccc2)CC1	22.1	1.8%	2.0%	-4.9%	7.0%	-8.0	3.8%	3.1%	7.0%	3.6%	7.5%
O=C1/C(=C/c2cccs2)Cc2ccccc21	3.7	-19.3%	18.1%	?	-20.1%	3.2	1.2%	3.4%	2.5%	25.7%	2.6%
O=S(=O)(Nc1cccc(Oc2ccc(Cl)cc2)n1)c1ccc(F)cc1	-6.8	2.9%	?	1.5%	.	-1.8	0.2%	-9.5%	0.8%	41.6%[activator]	29.8%
CCOc1cc(N2CCOCC2)c(OCC)cc1NC(=O)CN1CCc2ccccc2C1	6.4	-21.8%	-0.3%	-9.8%	-5.1%	-1.8	-0.8%	-1.5%	3.0%	?	1.9%
O=C1c2ccccc2C(=O)C12OC2c1ccc(Cl)cc1 (stereo unspecified)	2.3	-6.7%	3.6%	.	9.1%	.	1.9%	.	-2.2%	15.3%	-16.6%
Cc1cnc(C(=O)NC(Cc2ccccc2)c2ccccc2)cn1 (stereo unspecified)	-4.9	8.8%	0.5%	-2.5%	0.6%	1.8	2.2%	-1.4%	3.1%	-25.9%	2.4%
CCc1ccc2oc(-c3ccc(OC)cc3)cc(=Nc3cccc(C(=O)O)c3)c2c1	-18.6	3.1%	?	6.7%	-14.6%	0.6	4.0%	7.0%	6.2%	-11.7%	-0.7%
COc1ccc(OC)c(NC(=O)CSc2nnc(-c3ccncc3)s2)c1	-16.5	4.4%	-0.2%	2.6%	22.9%	-18.8	0.2%	-0.2%	-4.3%	0.3%	3.4%
